# SNCA expr inh: Primary qHTS assay for inhibitors of alpha-synuclein gene (SNCA) expression; HEK-293 SNCA-luciferase knock-in, luminescence, 24 h; Potency, µM (series often up to 57.2 µM), for the others: at the highest dose activity change, negative = inhibition, hits mostly inhibitors; 0.17% of 140,000 active;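 further: potency means the concentration at half of the fitted maximal effect; plate controls were DMSO cells for no effect and cell-free wells for full effect; nearly all actives have a fitted effect of over 45% in size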
# FLuc inh: Firefly luciferase inhibition profiling of diverse chemical library using quantitative high-throughput screening | Luciferin 4-monooxygenase (Photinus pyralis), P08659 | purified P. pyralis luciferase, luminescence, biochemical | Potency, µM (highest dose often 115 µM), for the others: top-dose activity change, negative = inhibition, usual class: inhibitors | 2.5% of 76,000 active; further: potency means the concentration at half of the fitted maximal effect; nearly all actives have a fitted effect of over 65% in size
# Target sequence (P08659 whole entry, looked up): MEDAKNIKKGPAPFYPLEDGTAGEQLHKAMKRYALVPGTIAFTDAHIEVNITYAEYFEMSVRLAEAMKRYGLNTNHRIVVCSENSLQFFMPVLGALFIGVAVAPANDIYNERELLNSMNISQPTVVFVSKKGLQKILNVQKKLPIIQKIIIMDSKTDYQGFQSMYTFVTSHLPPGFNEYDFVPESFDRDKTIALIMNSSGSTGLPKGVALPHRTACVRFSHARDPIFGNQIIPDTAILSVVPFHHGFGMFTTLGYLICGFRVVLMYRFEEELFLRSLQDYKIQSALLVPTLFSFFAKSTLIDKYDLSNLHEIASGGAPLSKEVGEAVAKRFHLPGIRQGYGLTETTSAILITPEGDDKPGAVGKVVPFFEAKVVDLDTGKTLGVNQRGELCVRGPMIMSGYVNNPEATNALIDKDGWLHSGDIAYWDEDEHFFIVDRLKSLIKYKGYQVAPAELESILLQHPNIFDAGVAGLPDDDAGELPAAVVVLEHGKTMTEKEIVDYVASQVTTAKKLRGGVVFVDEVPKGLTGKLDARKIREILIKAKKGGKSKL
#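 Purified P. pyralis luciferase (10nM final) in 50mM Tris acetate pH 7.5, 10mM Mg acetate, 0.01% Tween-20, 0.05% BSA with 10uM D-luciferin and 10uM ATP. Compounds titrated qHTS. Luminescence imaged on CCD.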
# IP6K1 inhibitor: Primary qHTS assay for small molecule inhibitors of Inositol hexaphosphate kinase 1 (IP6K1) | Inositol hexakisphosphate kinase 1 (Homo sapiens), Q92551 | IP6K1 kinase, ADP-Glo luminescence, 2 h; active compounds read low | 0.81% of 140,000 active | activity change, % (series mostly up to about 58 µM); in the data active means activity change below about -25%
# Target sequence (Q92551 whole entry, looked up): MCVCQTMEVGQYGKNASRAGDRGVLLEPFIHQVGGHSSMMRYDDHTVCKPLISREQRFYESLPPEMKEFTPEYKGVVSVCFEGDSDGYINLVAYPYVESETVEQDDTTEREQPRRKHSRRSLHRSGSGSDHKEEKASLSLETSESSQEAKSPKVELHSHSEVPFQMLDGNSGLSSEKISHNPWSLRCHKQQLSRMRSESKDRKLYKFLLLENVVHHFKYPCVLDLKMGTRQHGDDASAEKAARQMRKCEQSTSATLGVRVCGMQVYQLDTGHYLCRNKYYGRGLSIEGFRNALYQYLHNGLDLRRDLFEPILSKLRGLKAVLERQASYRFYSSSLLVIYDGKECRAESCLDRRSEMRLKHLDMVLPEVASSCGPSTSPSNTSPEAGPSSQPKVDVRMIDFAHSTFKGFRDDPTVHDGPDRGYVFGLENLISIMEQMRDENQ
#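 ADP-Glo luminescence measures ADP made by human IP6K1 during a 2 h RT reaction with ATP/IP6 (mix at 1.3 mM/130 uM); top library doses 57.5 and 19.1 uM final.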
# HEK293 tox: Cytotoxic Profiling in HEK 293 Cell Line of Diverse Libraries Using Quantitative High-Throughput Screening; HEK 293 viability, ATP luminescence (CellTiter-Glo), 48-72 h; Potency, µM (titrated, usually from 115 µM), inactives show at the top dose activity change, negative = cytotoxicity, usual class: inhibitors; AID 1345083, 2018; 6.6% of 94,000 active; further: potency means the concentration at half of the fitted maximal effect; nearly all actives have a fitted effect of over 60% in size
#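 HEK 293 cells at 250 cells/well were exposed to compounds by pintool transfer for 48 or 72 hr at 37 degree Celsius, 5% CO2. Viability was read as ATP-coupled luminescence with CellTiter-Glo after 10 min at room temperature.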
# SNCA viab count: GF-AFC viability counterscreen for inhibitors of alpha-synuclein gene (SNCA) expression; HEK-293-SNCA-luc viability, GF-AFC fluorescence, 24 h; Potency, µM (series often up to 57.1 µM), for the others: at the top dose activity change, negative = cytotoxicity, most hits filed as cytotoxic; 0.12% of 150,000 active; AID 1671193, 2021;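 further: potency means the concentration at half of the fitted maximal effect; 0% = DMSO-treated cells and -100% = medium-only wells without cells; nearly all actives have a fitted effect of over 30% in size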
#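 HEK-293-SNCA-luc cells (1500/well) plated 24 h, then exposed 24 h to a dilution series; GF-AFC added 30 min at 37C, fluorescence 405/540 nm; normalised to medium-only and DMSO wells, Hill fit.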
# 3T3 cytotox: Cytotoxic Profiling in NIH 3T3 Cell Line of Diverse Libraries Using Quantitative High-Throughput Screening; Potency, µM (highest dose often 96.7 µM), inactives show at the highest dose activity change, negative = cytotoxicity, usual class: inhibitors; 4.3% of 94,000 active; NIH 3T3 viability, CellTiter-Glo ATP luminescence, 48-72 h; further: potency means the concentration at half of the fitted maximal effect; nearly all actives have a fitted effect of over 55% in size
#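 Viability of NIH 3T3 cells after 48 or 72 hr compound treatment at 37 °C was assessed by CellTiter-Glo, with luminescence imaged following a 10 min room-temperature step.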
# GPT2 inhibitor: Primary qHTS assay for inhibitors of Glutamate pyruvate transaminase 2 (GPT2). Alanine aminotransferase 2 (Homo sapiens), Q8TD30. Recombinant GPT2, coupled pyruvate oxidase/HRP Amplex Red fluorescence. Potency, µM (series often up to 57.7 µM), without a hit: at the top dose activity change, negative = inhibition, hits mostly inhibitors. 0.25% of 100,000 active. AID 1671188, 2021; further: potency means the concentration at half of the fitted maximal effect; nearly all actives have a fitted effect of over 60% in size; many of its hits are not listed in these tables
#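 Inhibition is scored from Amplex Red fluorescence generated when pyruvate oxidase and HRP act on pyruvate released by GPT2. Reactions contain 10ng/uL enzyme, 250uM a-KG and 2mM L-alanine and run 30 min at room temperature.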
# * hit, by the source's call; i = inactive; ? = inconclusive; nt = no result given; [ ] = remark or other dose. Unless noted, the call rests on the fitted dose curve; in most records, active means well fitted curve in the direction sought with a large enough effect; inconclusive means small, poorly fitted or top-dose-only effect, or another doubt; inactive means no such curve, though single readings can be large; an effect the other way counts as inactive or inconclusive. Unless noted, on the % scale 0 is the no-effect control and ±100 the full control effect.
SMILES,SNCA expr inh,FLuc inh,IP6K1 inhibitor,HEK293 tox,SNCA viab count,3T3 cytotox,GPT2 inhibitor
O=C(c1ccc(F)cc1)N1CCC(C(=O)N2CCC(c3nc4ncccc4[nH]3)CC2)CC1,-29%,nt,13,-17%,2%,-14%,5%
O=C(CCN1CCn2nc(CO)cc2C1)Nc1nnc(C2CC2)s1,5%,-10%,25,4%,0%,-4%,i
COC(=O)CNC(=O)NCCc1ncc(C)n1C1CCCCCC1,?,10%,-7,i,14%,2%,-2%
COC(=O)CC[C@H]1CNC(=O)[C@@H]2[C@@H](CCN2Cc2ccc(C(F)(F)F)cc2)N1C,1%[87.6 µM],-3%[172 µM],-6,?,-1%[87.6 µM],-20%[174 µM],?
O=C(c1cc2ccccc2[nH]1)N1CCC2(CC1)CN(c1ncccn1)CC2CO (stereo not given),13%,9%,0,79µM*,-16%,?,i
CN(C)C(=O)CNC(=O)c1cccc(-c2ccc(C(F)(F)F)cc2)c1,?,nt,-4,40µM*,1%[12.5 µM],?,-22%
CCS(=O)(=O)c1oc(-c2ccc(F)cc2)nc1S(=O)(=O)c1ccc(Br)cc1,?,nt,-9,nt,16µM*,nt,nt
CCn1nccc1C(=O)N1C[C@@H]2CCCN3CCC[C@@H]([C@H]23)[C@H]1CCCC(=O)N1CCOCC1,12%,6%,-17,-3%,9%,i,i
CC(=O)c1ccc(NC(=O)c2ccc(-c3nc(CSc4ccccc4)c(C)o3)cc2)cc1,-6%,nt,-5,nt,3%,nt,nt
O=C(NCCc1ccccc1)C(=O)NCC(c1cccnc1)N1CCN(c2ccccc2)CC1 (stereo not given),-17%,nt,18,nt,-4%,nt,nt
CCc1ccccc1NC(=O)N1CCOc2ccccc21,11%,nt,10,nt,10%,nt,nt
O=C(N[C@@H]1CN(C2CCC2)C[C@H]1CO)c1cnccn1,-27%,-14%,-4,?,2%,-23%,i
COc1ccc(NC(=O)c2ccc3c(c2)OCCN(C2CCC2)C3)cn1,7%[87.6 µM],15%[172 µM],2,?,2%[87.6 µM],-21%[138 µM],i
CC(C)CCNC(=O)N1CCC(Oc2ncccc2C(=O)N2CCCCC2)C1 (stereo not given),?,6%,16,11%,4%,i,-1%
CN(C)c1ncc(C(=O)NCc2ccc(Cl)cc2)cn1,-10%,nt,4,nt,-1%,nt,nt
O=C1NCc2ccccc2CC12CCCN(CCCc1ccccc1)C2 (stereo not given),?,nt,-2,?,-8%,?,i
CC(=O)Nc1cc(C(=O)NCc2ccc(C)cc2)ccc1S(=O)(=O)c1ccc(Cl)cc1,-8%,nt,-6,nt,-2%,nt,nt
CCn1cc(C(=O)NCc2ccccc2Cl)c(=O)c2cc(S(=O)(=O)N3CCOCC3)ccc21,33%,nt,4,nt,16%,nt,nt
CCOc1ccc2nc(N3CCN(C(=O)C(C)C)CC3)sc2c1,143%[activator],nt,11,nt,8%,nt,nt
Cc1cnc(C(=O)N2CCC(c3noc(-c4ccccn4)n3)C2)cn1 (stereo not given),-16%,-5%,7,4%,5%,i,i
CCc1ncc(C(=O)N[C@@H]2c3ccccc3C3(CCNCC3)[C@H]2OC)cn1,13%,8%,16,i,5%,i,?
CC(C)C(C)C(O)C1CC23CC(=O)C4(O)C(=C2CCC3C1C)C=CC1(O)CC(O)CCC14C (stereo not given),nt,nt,-12,nt,14%[23.9 µM],nt,i
COc1ccc(C(=O)N2CCCC(CN3CCC(C)CC3)CC2)cc1 (stereo not given),?,6%,-9,-11%,-20%,-22%,-4%
O=C(Cn1cnc2c(oc3ccccc32)c1=O)Nc1ccccc1C(F)(F)F,75%[activator],nt,3,nt,1%,nt,nt
O=C(C1CCN(c2nccc(Nc3ccccc3Cl)n2)CC1)N1CCOCC1,37%[activator],nt,19,?,7%[12.5 µM],-40%,2%
# (more compounds)
SMILES,SNCA expr inh,FLuc inh,IP6K1 inhibitor,HEK293 tox,SNCA viab count,3T3 cytotox,GPT2 inhibitor
O=C1NC2(CCN(C(=O)c3ccccc3F)CC2)Oc2ccccc21,-4%[87.6 µM],3%[172 µM],1,-22%[172 µM],-12%[87.6 µM],-25%[138 µM],-1%[88.5 µM]
COc1ccc(C(=O)N2CCC3(CC2)CC(OCC2CC2)CCO3)cc1 (stereo not given),-5%,-3%,-20,-3%,-3%[12.5 µM],-15%,i
CC(C)c1noc(-c2cn(C3CCN(C(=O)Cc4ccc(F)cc4)C3)nn2)n1 (stereo not given),9%,1%,3,-1%,10%,-10%,i
O=C1C=CC(O)(/C=C/C(=O)OC[C@H]2O[C@@H](Oc3ccc(O)cc3)[C@H](O)[C@@H](O)[C@@H]2O)C=C1,nt,nt,0,nt,1%[23.9 µM],nt,i
Fc1ccc(-c2noc3ncnc(NC4CCCCC4)c23)cc1,16%,nt,25,nt,7%,nt,nt
COc1cccc(C(=O)Nc2cccc(C(=O)OCc3cc(=O)n4nc(C(C)C)sc4n3)c2)c1,173%[activator],nt,-4,nt,5%,nt,nt
CC1(C)CC[C@]23CO[C@@]4(CCC5[C@@]6(C)CC[C@H](O[C@@H]7OC[C@H](O[C@@H]8O[C@H](CO)[C@@H](O)[C@H](O)[C@H]8O[C@@H]8OC[C@@H](O)[C@H](O)[C@H]8O)[C@H](O)[C@H]7O)[C@@](C)(CO)C6CC[C@@]5(C)[C@]4(C)CC2=O)[C@@H]3C1 (stereo not given in full),nt,nt,-11,nt,?,nt,?
CN(C)CCCn1cc(C2=C(c3c[nH]c4ccccc34)C(=O)NC2=O)c2ccccc21,nt,nt,-6,nt,?,nt,i
Cc1cc2c(cc1C(=O)N1C[C@@H](C)[C@](O)(C3CCC3)C1)OCCO2,28%,-7%,8,-4%,-1%,4%,-22%
O=C(NCC(c1cccs1)S(=O)(=O)c1cccs1)c1ccc(C(F)(F)F)cc1 (stereo not given),-25%,nt,1,nt,5%,nt,nt
Cc1ccc(C2Cn3nnc(C(=O)N4CCC(C(=O)NCc5ccc(F)cc5)CC4)c3CO2)cc1 (stereo not given),69%[activator],?,0,1%,1%,-5%,i
O=C(c1ccno1)N1C[C@@H]2OCC(=O)N(c3ccccc3)[C@@H]2C1,-3%[87.6 µM],-8%[172 µM],-5,5%[172 µM],1%[87.6 µM],-2%[138 µM],2%[88.5 µM]
CN(C)C(=O)C1CCc2nnc(CNC(=O)c3ccccc3)n21 (stereo not given),-9%,nt,1,5%,2%,i,-12%
COCCn1c(=O)c2c(n1Cc1ccccc1)CN(C(=O)c1scnc1C)CC2,?,-11%[172 µM],15,-14%[172 µM],-1%[87.6 µM],?,i
CN(C)CCN(C)CC[C@H]1CN(C(=O)C(C)(C)C)CC[C@H]1CC(=O)O,-32%[87.6 µM],-3%[172 µM],11,-2%[172 µM],6%[87.6 µM],1%[174 µM],-4%[88.5 µM]
CCOc1ccc(C(=O)Nc2ccc3oc(-c4ccc5ccccc5c4)nc3c2)cc1,27%,nt,6,nt,5%,nt,nt
COCCCn1c(=O)c(C(=O)N2CCN(c3ncccn3)CC2)nc2cccnc21,-1%,nt,12,i,-6%,3%,-1%
O=C(c1ccc(Cl)cc1)N1CCC2(CC1)C(=O)NCN2C(=O)CCCN1CCCC1,1%,nt,-2,-2%,1%,-9%,i
O=C1NC2(CN(Cc3ccccc3C(F)(F)F)C2)Oc2ccccc21,6%,-6%,7,40µM*,5%,?,4%
C=C1CCc2occ(C)c2[C@H]2[C@H]1[C@@]13O[C@@]1(C[C@@H](C)[C@H]3OC(C)=O)[C@H]1O[C@@]21C,nt,nt,5,nt,-14%,nt,i
O=C(CCc1nc(-c2ccco2)no1)N[C@@H]1CCOC[C@H]1OCC1CCC1,-5%,9%,1,2%,-3%,-3%,0%
C[C@@H]1CN(C(=O)c2ccc(-c3cnco3)cc2)CC[C@]1(C)O,-18%,2%,13,-2%,2%,-1%,i[11.5 µM]
O=C1N[C@H](CC(=O)N2CCN(c3ccc(C(F)(F)F)cn3)CC2)C(=O)Nc2ccccc21,?,7%,6,?,2%,-15%,-21%
O=C1CCN(Cc2ccc(F)cc2F)CCCCCCN1,-15%,10%,6,-23%,-7%,-23%,-19%
CCOc1ccc(Nc2c(S(=O)(=O)c3ccccc3)cnc3ccc(F)cc23)cc1,?,nt,-13,nt,?,nt,nt
O=C(NC1CCN(c2ccnc3ccnn23)C1)c1ccc(Cl)cc1 (stereo not given),-2%,nt,11,10µM*,-17%,?,i
O=C(NCCCc1ccccc1)c1n[nH]c2c1CN(C(=O)c1ccccc1Cl)CC2,2%,?,-15,?,1%,?,i
CC(C)(C)c1ccnc(N[C@H]2CO[C@H]3[C@@H]2OC[C@@H]3NC(=O)CC2(CC(=O)O)CCCC2)n1,27%,-13%,4,i,-17%,-5%,-15%

# Laid out differently: nine of the compounds above
molecule | SNCA expr inh | FLuc inh | IP6K1 inhibitor | HEK293 tox | SNCA viab count | 3T3 cytotox | GPT2 inhibitor
O=C1NC2(CCN(C(=O)c3ccccc3F)CC2)Oc2ccccc21 | -4%[87.6 µM] | 3%[172 µM] | 1 | -22%[172 µM] | -12%[87.6 µM] | -25%[138 µM] | -1%[88.5 µM]
COc1ccc(C(=O)N2CCC3(CC2)CC(OCC2CC2)CCO3)cc1 (stereo not given) | -5% | -3% | -20 | -3% | -3%[12.5 µM] | -15% | i
CC(C)c1noc(-c2cn(C3CCN(C(=O)Cc4ccc(F)cc4)C3)nn2)n1 (stereo not given) | 9% | 1% | 3 | -1% | 10% | -10% | i
O=C1C=CC(O)(/C=C/C(=O)OC[C@H]2O[C@@H](Oc3ccc(O)cc3)[C@H](O)[C@@H](O)[C@@H]2O)C=C1 | nt | nt | 0 | nt | 1%[23.9 µM] | nt | i
Fc1ccc(-c2noc3ncnc(NC4CCCCC4)c23)cc1 | 16% | nt | 25 | nt | 7% | nt | nt
COc1cccc(C(=O)Nc2cccc(C(=O)OCc3cc(=O)n4nc(C(C)C)sc4n3)c2)c1 | 173%[activator] | nt | -4 | nt | 5% | nt | nt
CC1(C)CC[C@]23CO[C@@]4(CCC5[C@@]6(C)CC[C@H](O[C@@H]7OC[C@H](O[C@@H]8O[C@H](CO)[C@@H](O)[C@H](O)[C@H]8O[C@@H]8OC[C@@H](O)[C@H](O)[C@H]8O)[C@H](O)[C@H]7O)[C@@](C)(CO)C6CC[C@@]5(C)[C@]4(C)CC2=O)[C@@H]3C1 (stereo not given in full) | nt | nt | -11 | nt | ? | nt | ?
CN(C)CCCn1cc(C2=C(c3c[nH]c4ccccc34)C(=O)NC2=O)c2ccccc21 | nt | nt | -6 | nt | ? | nt | i
Cc1cc2c(cc1C(=O)N1C[C@@H](C)[C@](O)(C3CCC3)C1)OCCO2 | 28% | -7% | 8 | -4% | -1% | 4% | -22%

# Screening data (PubChem)

# The list is partial. The share of hits here may be higher or lower than overall.
